Bioassay records deposited in PubChem BioAssay by National Center for Advancing Translational Sciences (NCATS).
VP16 counter: Gal4-VP16 reporter inhibition counter-screen | AID 2546 | 310,000 compounds, 3.5% hits | Potency, µM (doses to about 53.6 µM), for the others: at the highest dose activity, negative = inhibition, hits mostly inhibitors | Drosophila S2 Gal4-VP16 UAS-luciferase, luminescence, 20 h;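 further: Gal4-VP16 expression switched on by copper sulfate through the metallothionein promoter; on the % scale 0 is the no-effect control and ±100 the full control effect; nearly all actives have a fitted effect of over 50% in size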
MBNL1-CUG inh: inhibitors of human MBNL1 binding to CUG repeat RNA. Q9NR56. TR-FRET MBNL1-His/biotin-(CUG)12 binding, 665/545 ratio. Potency, µM (series often up to 57.5 µM), for the others: at the highest dose activity change, negative = inhibition, most hits filed as inhibitors. 280,000 compounds, 0.036% hits. AID 2675; active means well fitted inhibition curve with a large enough effect in the signal ratio, with a control signal flat, not every such curve was filed as active; inconclusive means small, poorly fitted or top-dose-only effect, or effect the other way, or a change in a side signal; inactive means no such curve, though single readings can be large or run the other way; the % refers to the signal ratio; further: on the % scale 0 is the no-effect control and ±100 the full control effect
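His-tagged MBNL1 binding to biotinylated (CUG)12 RNA was measured by TR-FRET using terbium anti-His antibody (0.055 ng/ul final) and streptavidin-XL665 (5 nM final). Compounds were titrated 92 nM to 58 uM; 60 min at room temperature.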
NPC1 prom act: activates the NPC1 promoter. Huh7 NPC1 promoter luciferase reporter, 24 h. Potency, µM (doses to about 9.22 µM), inactives show at the top dose activation, most hits filed as activators. 320,000 compounds, 2.4% hits. AID 485313;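 further: % of control where 0% means no effect; nearly all actives have a fitted effect of over 60% in size; reporter is driven by a mutant NPC1 promoter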
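Quantitative HTS used a cell-based reporter: Huh7 cells stably bearing the NPC1 promoter upstream of luciferase were treated with compounds for 24 h, and promoter activation was read as luminescence.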
Rab9 prom act: activates the Rab9 promoter. AID 485297. 320,000 compounds, 2.8% hits. Huh7 Rab9 promoter-luciferase reporter, luminescence, 24 h. Potency, µM (doses to about 9.22 µM), without a hit: top-dose activation, negative = inhibition, hits mostly activators; further: % of control where 0% means no effect; nearly all actives have a fitted effect of over 60% in size
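Cells were plated at 1500 per well in reduced-serum medium with 10% FBS and left 2 h. Compound in DMSO was then added for 24 h at 37 °C. Reporter signal was read by luminescence after 10 min with luciferase detection reagent.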
ELG1 genotox: inducers of genotoxicity in HEK293T ELG1-luciferase cells; AID 504466; 330,000 compounds, 1.3% hits; HEK293T ELG1-luciferase reporter, luminescence, 16 h; Potency, µM (top dose mostly 46 µM), for inactives: at the top dose activity change, positive = activation, most hits filed as activators; further: % of control where 0% means no effect; nearly all actives have a fitted effect of over 60% in size
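DMSO vehicle served as control against compound-treated ELG1-luciferase HEK293T cells; exposure lasted 16 hr at 37 °C and 5% CO2, followed by ONE-Glo luminescence detection after 30 min.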
FLuc modulator: firefly luciferase modulation, counter-screen for miR-21 project; P08659; purified FLuc, Km substrates, luminescence inhibition; Potency, µM (series often up to 57.5 µM), without a hit: at the highest dose activity change, negative = inhibition, hits mostly inhibitors; 360,000 compounds, 6.9% hits;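 further: plate controls were vehicle for no effect and reference inhibitor for full effect; nearly all actives have a fitted effect of over 55% in size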
Target sequence (P08659 whole entry, looked up): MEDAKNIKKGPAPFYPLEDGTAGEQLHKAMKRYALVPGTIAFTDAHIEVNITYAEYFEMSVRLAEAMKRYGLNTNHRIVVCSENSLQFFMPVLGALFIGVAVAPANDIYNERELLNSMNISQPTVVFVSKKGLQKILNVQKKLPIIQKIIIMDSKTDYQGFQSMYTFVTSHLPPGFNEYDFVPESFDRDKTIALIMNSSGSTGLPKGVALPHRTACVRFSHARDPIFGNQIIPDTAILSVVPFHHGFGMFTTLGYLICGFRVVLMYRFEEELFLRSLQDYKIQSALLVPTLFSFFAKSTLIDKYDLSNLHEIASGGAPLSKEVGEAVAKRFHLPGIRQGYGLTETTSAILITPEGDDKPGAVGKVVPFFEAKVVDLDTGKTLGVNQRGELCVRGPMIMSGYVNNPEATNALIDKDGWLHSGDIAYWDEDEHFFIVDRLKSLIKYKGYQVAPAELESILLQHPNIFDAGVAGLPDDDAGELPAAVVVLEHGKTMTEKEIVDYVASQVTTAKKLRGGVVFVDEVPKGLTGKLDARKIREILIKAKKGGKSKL
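Purified P. pyralis luciferase (10nM final) with 10uM D-luciferin and 10uM ATP (Km levels) in 50mM Tris acetate pH 7.5, 10mM Mg acetate, 0.01% Tween-20, 0.05% BSA; qHTS 6-point titration, ~60 µM downward; luminescence read.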
RORgamma inh: inhibitors of mouse ROR gamma transcriptional activity | P51450 | Drosophila S2 Gal4-RORgamma UAS-luciferase reporter, 20 h | Potency, µM (top dose mostly 53.6 µM), for the others: top-dose activity change, negative = inhibition, most hits filed as inhibitors | 310,000 compounds, 5.4% hits | AID 2551; further: on the % scale 0 is the no-effect control and ±100 the full control effect; nearly all actives have a fitted effect of over 60% in size
Target sequence (P51450 whole entry, looked up, the tested form may be a part): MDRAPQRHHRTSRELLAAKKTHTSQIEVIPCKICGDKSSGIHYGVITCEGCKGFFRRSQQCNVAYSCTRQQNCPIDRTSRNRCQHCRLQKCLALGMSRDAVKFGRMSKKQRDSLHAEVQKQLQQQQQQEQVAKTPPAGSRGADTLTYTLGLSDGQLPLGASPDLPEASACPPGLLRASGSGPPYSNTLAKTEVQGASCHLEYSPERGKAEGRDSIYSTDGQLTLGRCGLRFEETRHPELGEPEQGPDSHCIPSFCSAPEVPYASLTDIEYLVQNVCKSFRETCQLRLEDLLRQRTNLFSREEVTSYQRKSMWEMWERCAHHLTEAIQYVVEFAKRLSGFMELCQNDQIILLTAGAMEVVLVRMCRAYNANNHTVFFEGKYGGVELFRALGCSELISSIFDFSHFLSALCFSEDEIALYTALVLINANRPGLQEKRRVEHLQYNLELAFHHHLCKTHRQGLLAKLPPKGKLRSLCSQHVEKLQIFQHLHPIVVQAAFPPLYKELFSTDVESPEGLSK
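Stable Schneider cell line, Gal4 DNA-binding domain fused to ROR gamma, UAS-luciferase. Cmpd 1 hr RT → CuSO4 700 uM final → 20 hr RT → luciferase reagent 10 min → luminescence.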
uPA generation: cell surface uPA generation inhibition; cell surface uPA generation assay, qHTS; Potency, µM (titrated, usually from 38.3 µM), for inactives: top-dose activity change, negative = inhibition, hits mostly inhibitors; 330,000 compounds, 0.31% hits; active means well fitted inhibition curve with a large enough effect; inconclusive means small, poorly fitted or top-dose-only effect; inactive means no such curve, though single readings can be large or run the other way; tested in mouse RAW 264.7 cells; further: on the % scale 0 is the no-effect control and ±100 the full control effect; nearly all actives have a fitted effect of over 55% in size
p53 reactivation: re-activators of mutant p53 | H1299 p53-A138V BP100-luciferase reporter, luminescence, 24 h | Potency, µM (titrated, usually from 92.2 µM), for the others: at the highest dose activity change, positive = activation, hits mostly activators | 320,000 compounds, 0.063% hits; further: % of control where 0% means no effect; nearly all actives have a fitted effect of over 45% in size
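H1299 (p53-null), stable ts p53-A138V + BP100-Luc; 1000 cells/well, Opti-MEM/10% FBS; cpd 4 pt, 1:5; 24 h, 37 deg C, 5% CO2; detection reagent 10 min RT; luminescence.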
BRCA1 expr up: increases BRCA1 expression | MCF7-BRCA1-FFLuc reporter, luminescence, 48 h; response scale: scaled: vehicle 0%, 10 µM genistein 100% | Potency, µM (top dose mostly 46.1 µM), for inactives: at the highest dose activation, usual class: activators | 380,000 compounds, 1.1% hits | AID 624202; further: nearly all actives have a fitted effect of over 80% in size; some results filed as inactive show a strong effect at the top dose
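Reporter cells (MCF7, BRCA1 promoter-firefly luciferase) received library compounds across a concentration series for 48 h. End-point luminescence was measured and concentration-effect curves derived after normalization.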
Active calls of the source: *; ? = inconclusive; . = not tested or not shown; & = joins results of further samples; [ ] = remark or other dose. Unless noted, the call rests on the fitted dose curve; in most records, active means well fitted curve in the direction sought with a large enough effect; inconclusive means small, poorly fitted or top-dose-only effect, or another doubt; inactive means no such curve, though single readings can be large; an effect the other way counts as inactive or inconclusive. Potency means the concentration at half of the fitted maximal effect.

#	SMILES	VP16 counter	MBNL1-CUG inh	NPC1 prom act	Rab9 prom act	ELG1 genotox	FLuc modulator	RORgamma inh	uPA generation	p53 reactivation	BRCA1 expr up
1	COc1ccc(OC)c(NC(=O)C2CCN(Cc3cnn(-c4ccccc4)c3-n3cccc3)CC2)c1	-11%	0%	-4%	0%	-2%	6%	15%	-16%	8%	-69%
2	Cc1[nH]cc(Br)c(=O)c1Oc1ncc(C(F)(F)F)cc1Cl	-2%	.	16%	-2%	-4%	?	?	-2%	0%	-10%
3	COC(=O)c1cc(C(=O)N2CCN(C(=O)c3ccco3)CC2)cc([N+](=O)[O-])c1	-4%	?	-3%	7%	3%	0%	-3%	-3%	?	-5%
4	CN(C)S(=O)(=O)c1ccc(-c2csc(N/N=C/c3ccc(O)cc3)n2)cc1	?	-1%	-20%	-34%[inhibitor]	?	11µM*	-20%	-5%	-12%	-24%
5	O=C1CSC(=Nc2ccccc2Cl)N1	20%	-10%	-1%	1%	11%	-16%	18%	5%	1%	2%
6	CCOC(=O)c1nnn(-c2nonc2N)c1CN(CC)c1ccccc1	6%	-3%	1%	-1%	8%	-18%	7%	2%	4%	-9%
7	CCc1ccc(N(C(=O)c2snc(C(N)=O)c2N)C(C(=O)NCC2CCCO2)c2cccs2)cc1 (stereo not given)	-6%	?	3%	0%	8%	-20%	38%	4%	2%	-12%
8	COc1cccc(C=Nc2ccccc2C(=O)Nc2nccs2)c1OC	8%	-7%	14%	17%	?	6%	-15%	10%	6%	?
9	O=C(NC1CCCCCC1)c1cccs1	-3%	-4%	19%	?	14%	?	8%	.	9%	95%
10	CCC(=O)c1ccc(OCC(=O)N2CCCC2)c(OC)c1	-3%	?	-6%	0%	0%	-11%	36%	-5%	-3%	-4%
11	Cc1ccc(NC(=O)CSc2nc(=O)cc(N)n2-c2ccccc2)cc1	2%	1%	-3%	2%	1%	0%&3%	13%	-1%	0%	-5%
12	Cc1nn(CC(=O)NCc2cc3ccccc3[nH]2)c(C)c1[N+](=O)[O-]	-2%	-8%	-4%	-2%	0%	-2%	?	-3%	0%	-22%
13	CCOC(=O)c1cc(/C(C)=N/OC(=O)c2ccc(Cl)cc2)on1	3%	.	1%	1%	0%	0%	-9%	-1%	0%	0%
14	Cn1c(=O)c2[nH]c(N3CCN(c4cccc(O)c4)CC3)nc2n(C)c1=O	-16%	1%	-4%	-8%	8%	-1%	-1%	4%	1%	-20%
15	COc1ccc(NC(=S)NCCc2c[nH]c3ccc(OC)cc23)c(OC)c1	?	-7%	0%	-3%	-6%	-8%	14µM*	4%	-4%	0%
16	COc1ccccc1NC(=O)C(C)N(C)CC(=O)Nc1cccc2ccccc12 (stereo not given)	.	.	.	.	-3%	.	.	2%	-9%	-37%
17	CC(CC(=O)N1CCN(c2ccc(C(F)(F)F)cn2)CC1)n1ccnc1 (stereo not given)	2%	.	-5%	1%	-2%	5%	?	-3%	-2%	0%
18	CCCCn1c(N)c(N(CC)C(=O)c2ccc(N3CCCC3=O)cc2)c(=O)[nH]c1=O	.	.	-5%	2%	1%	6%	.	-2%	0%	5%
19	O=c1[nH]c(CSc2ccccn2)nc2c1oc1ccccc12	?	1%	3.5µM*	0.79µM*	?	2.7µM*	?	-6%	2%	-63%[inhibitor]
20	CC1CCc2c(sc3ncnc(N4CCOCC4)c23)C1 (stereo not given)	19%	3%	.	.	.	2%	13%	.	.	-5%
21	C=CCn1c(N)c(C(=O)Nc2ccc(C)c(C)c2)c2nc3ccccc3nc21	-27%	2%	-3%	2%	2%	1%	4%	7%	1%	3%
22	O=C(c1ccco1)N1CCN(c2ccc(F)cc2)CC1	?	-5%	1%	26%	8%	-3%	8%	-2%	4%	13%
23	Cc1ccc(N/C(N)=N/c2nc(C)cc(C)n2)cc1	-2%	-9%	-2%	-8%	0%	1%	-5%	-3%	12%	-13%
24	Cc1cccc(C)c1NC(=O)c1cccc2c1-c1ccccc1C2=O	-12%	16%	-1%	-6%	4%	0%	3%	12%	-3%	0%
25	O=C(CNC(=O)OCc1ccccc1)Oc1cc2oc(=O)cc(-c3ccccc3)c2cc1Cl	-6%[0.365 µM]	?	-1%	-2%	-38%[inhibitor]	?	22%	-2%	12%	35%
26	C[C@H](NS(=O)(=O)c1ccccc1F)C(=O)OCC(=O)N1CCc2ccccc21	1%	-5%	1%	2%	-1%	-1%	-22%	1%	-3%	-3%
27	O=C(NCCN1C(=O)S/C(=C/c2ccccc2)C1=O)C1CCCN1C(=O)c1cccs1 (stereo not given)	-2%	?	-2%	-3%	0%	-12%	54%	-1%	-9%	-15%
28	Cc1c(Cl)cccc1-n1c(SCC(=O)NCc2ccccc2Cl)nnc1-c1ccncc1	-13%	0%	-2%	-5%	-7%	0%	16%	.	5%	-33%
29	N#Cc1cc(N)ccc1Sc1ccc(Cl)cc1	5%	2%	-3%	-3%	-1%	-13%	19%	2%	-6%	-10%
30	CCS(=O)(=O)N1CCC(NC(=O)C(Cc2ccc(OC)c(OC)c2)NC(C)=O)CC1 (stereo not given)	-5%	2%	6%	0%	-2%	-3%	-21%[1.91 µM]	4%	8%	-14%
31	CCc1cc(=O)oc2cc(C)cc(OCC(=O)NCc3ccccn3)c12	-12%	-1%	6%	3%	-3%	-1%	10%	2%	7%	1%
32	CC(=O)C1=C(C)NC(SCC(N)=O)=C(C#N)C1C (stereo not given)	15%	-4%	-1%	1%	-8%	-1%	-6%	12%	-6%	-4%
33	CCN(CC)CCCNC(=O)Cn1nc(-c2ccccc2)ccc1=O	1%	22%	1%	0%	1%	1%	-4%	.	0%	2%
34	Cc1ccccc1-n1nnnc1SCC(=O)Nc1ccc(N2CCN(C)CC2)cc1	-1%	-2%	14%	0%	0%	8%	-13%	?	15%	-19%
35	CCCOc1ccc(-c2c(C(=O)N/N=C(\C)c3ccncc3)nnn2-c2nonc2N)cc1	-5%	1%	-1%	-1%	-3%	2%	16%	1%	-3%	-24%
36	O=C(Nc1nc(-c2ccccc2)cs1)C1CCCCN1S(=O)(=O)c1ccc(Cl)cc1 (stereo not given)	-12%	0%	-1%	-4%	0%	3%	?	.	28%	-60%
37	CCCc1cc(-c2nc(-c3ccc(Br)cc3)cs2)ccn1	2%	.	1%	0%	11%	?	17%[10 µM]	-1%	14%	25%
38	CC(=O)N1CCc2[nH]c3ccc(C)cc3c2C1	22%	7%	1%	-3%	14%	-1%	-39%	-11%	.	-22%
39	COC(=O)C1=NNC2(c3ccc(C)cc3)C(=O)N(c3ccc(C)cc3)C(=O)C12 (stereo not given)	-19%	13%	-3%	-4%	-6%	4%	-8%	-4%	-2%	10%
40	Cc1cc(C)n2nc(S(=O)(=O)N(C)c3ccccc3)nc2n1	-4%	?	-4%	-2%	-2%	9%	-15%	-13%	-1%	8%
41	Cc1cc(C(=O)Cn2nc(C(=O)O)c3ccccc3c2=O)c(C)n1-c1ccc(F)cc1	-27%	10%	21%	20%	?	2.7µM*	-10%	-4%	28%	72%
42	O=C(Nc1ccccc1C(=O)N1CCCCC1)c1ccccc1C(F)(F)F	-7%	-1%	0%	0%	1%	5%	-11%	-3%	15%	10%
43	COc1ccc(CN2CCN(Cc3ccc4ccccc4c3)CC2)cc1OC	-9%	0%	-9%	1%[1.84 µM]	-7%	-2%	35%	8%	-3%	-39%
44	Cc1cc(Cl)ccc1OCC(=O)Nc1cccnc1	22%	0%	5%	-6%	?	13µM*	21%	2%	?	12%
45	CNC(=O)CN(C1CCCCC1)S(=O)(=O)c1ccc(OC)c(Cl)c1	1%	-5%	-1%	0%	8%	2%	-6%	0%	-16%	-21%
46	Cc1ccc(C)c(NC(=O)COC(=O)Cc2ccsc2)c1	10%	6%	0%	2%	0%	-2%	1%	-2%	0%	0%
47	NC(=O)C1CCN(C(=O)c2ccco2)CC1	-6%	-12%	-5%	-14%	-1%	-5%	-34%	5%	2%	32%
48	O=C(CSc1nnnn1-c1ccc2c(c1)OCO2)NCc1ccccc1	1%	5%	-8%	-4%	0%	1%	10%	.	-6%	-73%
49	COc1ccc(N(C)C(=O)Nc2ccc3c(c2)nnn3C)cc1	-12%	-4%	2%	-5%	-1%	2%	18%	7%	6%	2%
50	CC(=O)c1ccc(NC(=O)COC(=O)CCC2CCCC2)cc1	.	.	.	.	6%	.	.	1%	15%	2%
51	O=C(Cn1cc(/C=C\[N+](=O)[O-])c2ccccc21)Nc1ccccc1	?	-14%	-8%	0%	.	4%	?	-16%	.	-83%
